PAX8 reporter: inhibitors of PAX8 transcriptional activity in RMG-I cells; inhibition, % at 12.6 µM; 360,000 compounds, 1.2% hits; RMG-I TPO-luciferase reporter, SteadyGlo, 24 h; AID 652154;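 active = mean replicate inhibition at least 60% with every replicate also reaching 60%; inconclusive = only one of the two criteria is met; inactive = mean below 60% and not all replicates reaching 60%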;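 also: luciferase light reporting Pax8 driven TPO promoter activity; plate controls were median of neutral control wells for no effect and mitoxantrone controls for full effect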
F508del corr: correctors of CFTR F508del function in bronchial epithelial cells. CFBE cells, YFP halide quenching; stimulated with forskolin plus potentiator P3; % fluorescence drop versus neutral controls. activity (quench increase), % at 7.58 µM. 350,000 compounds, 0.36% hits. AID 720511;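 active = mean added fluorescence quench of at least 8% versus neutral control, with both replicates also reaching 8%; inconclusive = only one of the mean or replicate conditions met; inactive = mean below 8% and not both replicates reaching 8%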;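 also: cells transiently co-express mutant CFTR-F508del with the halide-sensitive YFP; corrector assay measuring rescue of mutant channel to the surface after 24 h compound exposure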
DENV2 CPE rescue: DENV2-induced cell death inhibition; DENV2-infected cells, cytopathic effect rescue, plate reader; CPE inhibition, % at 9.99 µM; 350,000 compounds, 1.7% hits; in the data active = CPE inhibition above about 20%, passing the limit was not always enough; inconclusive = no clear call, values can overlap the other calls; tested in BHK-21 cells;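 also: 0% = median of neutral control wells and 100% = median of positive control wells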
GSIS activator: GLuc luminescence reporter in INS-1E cells, primary screen for activators of glucose-dependent secretion of insulin. INS-1E GLuc reporter insulin secretion, 2-3 h. activation, % at 16.6 µM. 370,000 compounds, 0.61% hits;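 active = lowest replicate activation of at least 40%, so every replicate reaches that level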;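 also: 0% = median of neutral control wells and 100% = median of IBMX positive control wells; some compounds called inactive have numbers as strong as hits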
EWS-Fli inh: EWS/Fli transcriptional activity inhibition. A673 NR0B1-luciferase reporter, viability-normalised. inhibition, % at 12.6 µM. 350,000 compounds, 0.67% hits;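 active = mean inhibition of at least 50% after viability correction, with every replicate also passing that limit; inconclusive = mean reaches 50% but only one of two replicates passes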;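 also: firefly luciferase signal divided by Alamar Blue viability fluorescence both relative to DMSO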
XiGFP reactiv: reactivates the inactive X chromosome in mouse fibroblasts. XiGFP mouse fibroblasts, % GFP-positive cells imaging, 3 d; cells co-treated with 5-aza-dC sensitizer; scaled so ellipticine positive control = 100%. activation, % at 7.58 µM. 360,000 compounds, 0.055% hits. AID 743238;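 active = mean normalized replicate activation at least 10% and every replicate at or above 10%; inconclusive = only one of the two criteria met; inactive = mean below 10% and not all replicates reach 10%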;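 also: 0% = median of on-plate neutral control wells and 100% = ellipticine 6 µM median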
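Material: XiGFP fibroblasts, SV40-immortalized; Buffer or medium: DMEM containing 5-aza-dC; Compound dosing: single point; Times: 3 days compound exposure.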
ERp5 block: ERp5 (human) disulfide isomerase inhibition | 350,000 compounds, 0.05% hits | inhibition, % at 9.99 µM | Q15084 | ERp5 insulin aggregation, absorbance 650 nm, 90 min | AID 651711;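 active = mean replicate inhibition above about 25%, with every replicate also reaching it, limit read from the data, passing the limit was not always enough; inconclusive = only one of those two criteria met; inactive = neither criterion met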
Target sequence (Q15084 whole entry, looked up): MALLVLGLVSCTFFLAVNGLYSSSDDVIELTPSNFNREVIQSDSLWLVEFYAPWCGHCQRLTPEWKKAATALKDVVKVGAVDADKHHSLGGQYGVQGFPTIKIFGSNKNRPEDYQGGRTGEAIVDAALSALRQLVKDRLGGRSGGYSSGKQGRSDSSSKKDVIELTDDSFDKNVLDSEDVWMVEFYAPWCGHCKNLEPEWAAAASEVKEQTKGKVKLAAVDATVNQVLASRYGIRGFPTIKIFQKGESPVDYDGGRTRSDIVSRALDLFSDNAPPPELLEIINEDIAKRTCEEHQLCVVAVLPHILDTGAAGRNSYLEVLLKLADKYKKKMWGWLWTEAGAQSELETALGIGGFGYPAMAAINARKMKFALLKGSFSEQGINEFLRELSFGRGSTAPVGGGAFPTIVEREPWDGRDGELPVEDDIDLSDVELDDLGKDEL
ARNT-TACC3 inh: disrupts binding between human ARNT and TACC3; Q9Y6A5; AlphaScreen His-ARNT PAS-B/GST-TACC3 binding, luminescence; TACC3 fragment carries E629A point mutation; inhibition, % at 9.99 µM; 390,000 compounds, 0.66% hits;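 active = mean inhibition of replicates at least 50% and at least half of replicates each reaching 50%; inconclusive = half or more replicates reach 50% but mean below 50%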;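 also: 0% = complete ARNT plus TACC3 wells and 100% = ARNT alone without TACC3; many hits fall short of the cut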
* = called active by the depositor; u = inconclusive; x = not tested or not shown; & = joins results of further samples.

Every second line gives: PAX8 reporter	DENV2 CPE rescue	ARNT-TACC3 inh	XiGFP reactiv	ERp5 block	F508del corr	GSIS activator	EWS-Fli inh
Cc1cc(C(=O)OCC(=O)NCCN2C(=O)CSC2=O)ccc1[N+](=O)[O-]
 : 7	-2	-6	0.0	-10	-3.4	-16	-1
COC(=O)c1ccc(-c2ccc(/C=N/NC(=O)Cc3nnc(N)s3)o2)cc1
 : -99	-1	-5	0.1	-1	-0.4	2	-20
O=C(COC(=O)c1ccc[nH]c1=O)NC1CCCCC1
 : -4	-6	-9	0.2	-2	1.2	17	1
CCC(=O)N1C[C@@H](C)[C@H](OC)CN(C)C(=O)c2cc(NC(=O)c3ccccc3)ccc2OC[C@H]1C
 : x	-1	-7	-0.1	-3	-2.4	4	-4
C[C@H]1CN([C@@H](C)CO)S(=O)(=O)c2ccc(Br)cc2O[C@@H]1CN(C)Cc1cccnc1
 : x	0	1	0.0	2	1.5	-4	-9
CC(C)Cc1cc(C(=O)N2CCCC(C(=O)c3cc(F)ccc3F)C2)n(C)n1 (stereo not drawn)
 : 8	5	-3	0.3	-1	-1.2	-8	-6
COc1ccc2nc(NC(=O)NC3CCCCC3)sc2c1
 : -124	-1	-4	0.9	u	2.3	17	-69
COc1ccc(CNC(=O)C2CCC(=O)N(CCCN3CCCC3=O)C2)cc1 (stereo not drawn)
 : -8	-5	-32	0.0	6	0.8	16	0
CCOc1ccc(N2CC(NS(=O)(=O)c3cccs3)CC2=O)cc1 (stereo not drawn)
 : 9	0	-2	-0.1	-3	-0.9	-5	-1
C[C@@H]1CN([C@@H](C)CO)C(=O)c2cc(NS(=O)(=O)c3cn(C)cn3)ccc2O[C@@H](C)CCCCO[C@H]1CN(C)CC1CCCCC1
 : 9	u	-8	-1.1	7	-3.5	15	-6
O=C(N[C@@H]1CC[C@H](CCNS(=O)(=O)Cc2ccccc2)O[C@@H]1CO)c1ccccc1F
 : -8	-4	4	-0.4	-3	-1.8	-11	-2
CCOCCOC(=O)c1ccc(NC(=O)c2cc3ccccc3o2)cc1
 : -47	6	-2	0.0	-2	0.4	-9	-16
Cc1nn(C(=O)c2cccs2)c(N)c1-c1ccccc1
 : -226	-6	1	0.0	12	4.6	-25	-77
O=C(CN(Cc1ccccc1F)C(=O)Cn1nnc(-c2cccs2)n1)NCC1CCCO1 (stereo not drawn)
 : x	x	-3	x	-1	0.7	1	-2
O=C(CC(CC(=O)c1ccccc1)c1ccncc1)c1ccccc1
 : -3	0	-3	0.2	-1	0.3	-11	1
O=C(N[C@@H]1CC[C@@H](CCn2cc(-c3cccnc3)nn2)O[C@H]1CO)c1ccccc1F
 : -1	4	-8	-0.3	3	0.7	-1	0
CCCNC(=O)N1CC2(C1)CN(C(=O)COC)[C@@H](CO)c1[nH]c3cc(OC)ccc3c12
 : -31	11	x	0.3	1	-1.4	1	-7
Cc1cccc(C)c1OCc1cc(C(=O)N2CCN(c3ccccc3)CC2C)no1 (stereo not drawn)
 : -5	18	19	0.1	0	1.7	-30	14
O=S(=O)(Nc1ccc(Cl)cn1)c1ccc(Cl)cc1
 : 6	-2	-13	0.0	-4	-1.8	-3	3
CC1CSc2n(-c3cccc(C(F)(F)F)c3)cc(-c3ccccc3)[n+]21 (stereo not drawn)
 : 27	0	-4	0.3	2	2.6	-39	9

Two records drawn at random from those above, as already listed:
Every second line gives: PAX8 reporter	DENV2 CPE rescue	ARNT-TACC3 inh	XiGFP reactiv	ERp5 block	F508del corr	GSIS activator	EWS-Fli inh
O=C(CN(Cc1ccccc1F)C(=O)Cn1nnc(-c2cccs2)n1)NCC1CCCO1 (stereo not drawn)
 : x	x	-3	x	-1	0.7	1	-2
CCC(=O)N1C[C@@H](C)[C@H](OC)CN(C)C(=O)c2cc(NC(=O)c3ccccc3)ccc2OC[C@H]1C
 : x	-1	-7	-0.1	-3	-2.4	4	-4

(more compounds)
Every second line gives: PAX8 reporter	DENV2 CPE rescue	ARNT-TACC3 inh	XiGFP reactiv	ERp5 block	F508del corr	GSIS activator	EWS-Fli inh
CCCCCc1cc(=O)oc2c(C(CCN3CCCCC3)c3ccc4c(c3)OCO4)c(OC)cc(OC)c12 (stereo not drawn)
 : 88*	7	14	0.0	13	0.6	95	21
Cc1noc(C)c1S(=O)(=O)Nc1ccc2c(c1)C(=O)N([C@@H](C)CO)C[C@@H](C)[C@@H](CN(C)C(=O)Nc1ccc(F)cc1)O2
 : -9	x	x	-0.9	x	-1.0	-16	-3
O=C(C[C@@H]1C[C@@H]2c3cc(NC(=O)c4cccnc4)ccc3O[C@@H]2[C@H](CO)O1)NC1CCCCC1
 : -15	0	-2	0.0	-1	-1.6	9	-3
Cc1nn(CC(=O)NCCCN2CC(C)CC(C)C2)c(=O)c2cccn12 (stereo not drawn)
 : 7	-5	-2	0.0	2	-2.5	5	3
CCOC(=O)N1CCN(CC(c2ccccc2)c2ccccc2)CC1
 : -29	-3	-3	-0.1	0	-2.2	-15	13
C[C@H](CO)N1C[C@H](C)[C@@H](CN(C)C(=O)NC2CCCCC2)Oc2ccc(NS(=O)(=O)c3cccs3)cc2C1=O
 : -22	-5&2	1&-6	-1.1&0.1	-5&-5	3.6&-0.5	4&-5	4&0
COc1ccc(S(=O)(=O)NCC(c2ccc3c(c2)OCO3)N2CCN(C)CC2)cc1OC (stereo not drawn)
 : -19	9	5	-0.1	1	0.3	0	-4
O=C(COc1ccc2c3c(c(=O)oc2c1)CCCC3)N1C[C@H]2C[C@@H](C1)c1cccc(=O)n1C2
 : x	-2	17	x	-1	-2.6	0	-3
Cc1ccc(OCc2nc3ccccc3[nH]2)cc1
 : -200	4	x	-0.1	0	-0.4	-9	-34
CN(Cc1cccc(F)c1)C(=O)Cc1ccc(S(=O)(=O)N2CCOCC2)s1
 : 8	4	-1	-0.1	1	0.5	7	0
CCN(CC(=O)Nc1ccc(NC(C)=O)cc1)C(=O)/C=C/c1cccs1
 : 13	-3	-27	0.2	3	x	-3	6
COCCNC(=O)C[C@H]1CC[C@H]2[C@@H](COc3ccc(NC(=O)c4cc(C)on4)cc3C(=O)N2C)O1
 : 0	2	3	0.3	2	-1.0	5	3
N#Cc1cnc2nc(SCc3ccccc3)nn2c1
 : -149	8	-2	-0.1	1	x	-2	-40
NC(=O)NC(=O)CN1C(=O)NC(c2ccccc2)(c2ccccc2)C1=O
 : 8	-2	8	-0.1	2	-0.9	-3	9
C[C@H](CO)N1C[C@H](C)[C@@H](CN(C)Cc2ccc(Cl)c(Cl)c2)Oc2c(NS(=O)(=O)c3cccs3)cccc2C1=O
 : -1&3	-1	-7&5	0.1&0.0	1&-1	0.8&-2.1	-22&-31	-1&9
COc1cc(/C=C2\CCC(C3CCCC3)C2=O)cc(OC)c1OC (stereo not drawn)
 : -33	-4	-6	0.3	3	1.1	x	-106
Cc1ccc(NS(=O)(=O)c2cccc(C(=O)NCC(c3cccs3)N(C)C)c2)cc1 (stereo not drawn)
 : 24	-7	5	0.0	5	1.8	-13	-8
CCOc1ccccc1NC(=O)C(Sc1nnnn1C)c1ccccc1 (stereo not drawn)
 : 12	2	-1	-0.4	3	2.2	26	-4
O=C1N[C@@H](Cc2ccccc2)COC(=O)[C@@H](Cc2ccc(F)cc2)C/C=C\C[C@@H]1CC(=O)N(CCO)Cc1ccccc1
 : 45	-4	-2	0.0	4	5.4	x	16
CCCCNC(=O)c1onc(CSc2cccc(OC)c2)c1C(=O)O
 : 7	5	-2	0.2	0	1.2	8	5
NC(Cc1ccc(Cl)cc1)c1csc(NC(=O)NCCc2ccccc2)n1 (stereo not drawn)
 : -4	u	x	0.0	4	4.7	x	22
Cc1cc(C(=O)COC(=O)Cc2ccc(Cl)cc2)c(C)n1C
 : -3	-2	-15	0.0	6	4.2	-9	1
CSc1ccccc1C(=O)C1CCCN(C(=O)c2csnn2)C1 (stereo not drawn)
 : -9	-2	-5	0.0	-5	0.5	7	-29
COc1ccc(S(=O)(=O)Nc2ccc3c(c2)C(=O)N([C@H](C)CO)C[C@@H](C)[C@H](CN(C)C)OCCCC[C@H](C)O3)cc1
 : 2	-5	3	0.5	6	0.5	27	x
CC(=O)NCC1CCCN(C(=O)c2ccc(OC3CCN(Cc4ccccn4)CC3)cc2)C1 (stereo not drawn)
 : -1	-4	3	0.2	1	-1.3	17	x
O=C(Nc1ccc(F)cc1)N1[C@@H]2CNc3ccccc3[C@@H]2[C@@H]1CO
 : -12	5	-7	0.0	-1	1.0	-3	-9
C[C@H]1CN([C@@H](C)CO)C(=O)Cc2cc(NC(=O)Nc3ccc(F)cc3)ccc2O[C@@H]1CN(C)Cc1ccncc1
 : -12	-5	-1	-0.1	0	-2.7	-11	0
COc1ccc(S(N)(=O)=O)cc1C(=O)OCCCC(=O)c1ccccc1
 : -11	1	1	0.1	0	1.4	6	-8
CCCC(=O)C1=C(N2CCCCC2)CC(C)(C)C(C(=O)OC)C1=O (stereo not drawn)
 : -4	4	x	-0.1	-9	1.0	6	5
N/C(=N\O)c1ccccc1N1CCCCC1
 : 9	0	7	0.0	-6	2.2	10	3
CC1CCC/C(=N/NC(=O)c2ccccc2-n2cccc2)C1 (stereo not drawn)
 : 7	-2	2	0.0	-17	x	13	4
O=C(CCc1ccccc1)N=C1SC2CS(=O)(=O)CC2N1c1ccc(F)cc1 (stereo not drawn)
 : 6	-2	-1	0.0	4	1.6	24	x
COCCNC(=O)C[C@@H]1CC[C@@H]2[C@H](COC[C@@H](O)CN2S(=O)(=O)c2ccccc2C)O1
 : -8	-9	1	-0.1	7	3.0	2	11
COc1ccc2c3c([nH]c2c1)[C@@H](CO)N(Cc1nccs1)CC31CCN(C(=O)C2CCCC2)CC1
 : 18	-12	x	0.4	-6	2.1	-24	-6
CCCNC(=O)Nc1ccc2c(c1)OC[C@@H](C)N(Cc1ccccc1)C[C@H](C)[C@H](OC)CN(C)C2=O
 : x	-6	12	-0.5	3	-0.4	-23	6
COc1ccc(N(CC(=O)Nc2cccc(C)c2)S(=O)(=O)c2ccc(C)cc2)cc1OC
 : 11	-1	-2	0.2	3	-1.4	-16	8
O=C(NC(=S)N1CCc2ccccc21)c1ccccc1Cl
 : -22	-1	x	0.7	3	2.3	3	0
